Compound activity: PubChem BioAssay, several laboratories
SRC3 inh = human NCOA3 inhibition; Q9Y6Q9; HEK293 GAL4-SRC3 luciferase reporter, luminescence; inhibition, % at 3.6 µM; actives 0.17% (n = 360,000); AID 588352;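 active means inhibition above a per-campaign cutoff, the mean of all compounds plus 3 SD, cut at about 60% in these data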;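 further: 0% = DMSO-treated cells and 100% = gossypol-treated cells at 36 µM; higher means less SRC3-driven luciferase light from the GAL4 reporter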
LMP1 NFkB inh = Epstein-Barr LMP1 NF-kappaB reporter inhibition | inhibition, % at 12.5 µM | actives 0.69% (n = 350,000) | LMP1-induced NF-kappaB luciferase reporter cells, luminescence; in the data active means inhibition above about 41%;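 further: 0% = neutral control wells and 100% = reference inhibitor control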
Shn3 inh set2 = reduces Shn3 3'UTR luciferase signal in osteoblasts; Clone20 osteoblast Shn3 3'UTR firefly luciferase, 24 h; inhibition, % at 12.5 µM; actives 0.52% (n = 360,000); AID 588674;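 active means mean inhibition of at least 75% with every replicate also reaching 75%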;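 further: 0% = median of neutral control wells and 100% = pilot-screen positive control compound; some compounds past the cut are filed as inactive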
TRAIL sens C8 = sensitizes caspase-8 expressing cells to TRAIL | NB7+C8 cells + TRAIL, ATPlite viability luminescence | inhibition (viability loss, TRAIL sensitization), % at 10 µM | actives 1% (n = 360,000);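 active means compounds causing at least 50% loss of cell viability in the single-dose screen, relative to plate controls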
LRH-1 inv ag = NR5A2 inverse agonism in reporter assay. O00482. HEK293T StAR-luciferase reporter, LRH-1 transfected, 24 h. inhibition, % at 3.6 µM. actives 0.13% (n = 360,000);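 active means inhibition above the mean inhibition of all tested compounds plus 3 SD, cut at about 73% in these data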;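 further: 0% = DMSO wells and 100% = reporter-only cells lacking LRH-1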
NR2F2 inh = inhibitors of human COUP-TFII (NR2F2) | AID 686940 | actives 0.7% (n = 370,000) | inhibition, % at 8.6 µM | HEK293T NGFI-A luciferase reporter, luminescence;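 active means inhibition above a per-plate cutoff, mean inhibition of test wells between control levels plus 3 SD, cut at about 38% in these data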;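 further: cells cotransfected with COUP-TFII expression vector driving the NGFI-A reporter; 0% = median of COUP-TF2 test wells and 100% = reporter-only cells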
Target sequence (P24468 whole entry, looked up): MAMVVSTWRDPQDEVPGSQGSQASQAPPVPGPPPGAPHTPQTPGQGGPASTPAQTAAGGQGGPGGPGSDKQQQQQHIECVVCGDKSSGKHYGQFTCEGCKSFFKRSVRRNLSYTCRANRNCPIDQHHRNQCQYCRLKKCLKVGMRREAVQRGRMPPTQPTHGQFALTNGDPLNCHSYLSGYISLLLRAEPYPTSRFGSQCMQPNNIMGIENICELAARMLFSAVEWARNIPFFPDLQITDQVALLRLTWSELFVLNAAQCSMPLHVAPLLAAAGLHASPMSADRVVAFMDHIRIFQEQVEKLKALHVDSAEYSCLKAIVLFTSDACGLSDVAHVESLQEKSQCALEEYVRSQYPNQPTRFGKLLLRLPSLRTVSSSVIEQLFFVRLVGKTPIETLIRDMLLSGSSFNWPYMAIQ
NCOA1 inh = inhibits human SRC1 coactivator; Q15788; HEK293 GAL4-SRC1 luciferase reporter, luminescence; inhibition, % at 3.6 µM; actives 0.12% (n = 360,000); AID 588354;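 active means inhibition above the campaign mean plus 3 SD, with each screening campaign given its own cutoff, cut at about 60% in these data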;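 further: 0% = DMSO treated cells and 100% = gossypol at 36 µM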
CF NFkB block = inhibitors of cystic fibrosis induced NF-kB | KKLEB NF-kB-GFP reporter, PAF-induced, GFP fluorescence overnight | inhibition, % at 5 µM | actives 0.86% (n = 360,000);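 active means at least 50% inhibition at 5 µM, scaled per plate between neutral and stimulator controls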;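 further: PAF is a Pseudomonas aeruginosa culture filtrate used as stimulus; plate controls were PAF-stimulated DMSO wells for no effect and unstimulated DMSO wells for full effect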
TWEAK Fn14 block = inhibitors of TWEAK-Fn14 interaction signaling | TWEAK-stimulated Fn14 reporter cells, luciferase luminescence, 8 h | inhibition, % at 10 µM | actives 2% (n = 360,000) | AID 1159606; in the data active means inhibition above about 50%
KKLEB cytotox = counter-screen for CF NF-kB inhibitors: cytotoxicity. KKLEB CF airway cells viability, ATPlite luminescence, overnight; stronger effect = lower value; cells stimulated with P. aeruginosa culture filtrate. activity change (cytotoxicity), % at 5 µM. actives 0.36% (n = 360,000). AID 602141;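 active means corrected activity change at or below -50% at 5 µM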
TROY NFkB inh = TROY signaling inhibition; inhibition, % at 10 µM; actives 0.98% (n = 360,000); Q293 LMP1-TROYcd NF-kB luciferase reporter, 4 h;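 active means compounds whose plate-normalised and pattern-corrected inhibition of the luciferase reporter signal at the single screening dose is 50% or more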
Numbers without * were called inactive; . = no result given.

Each structure is followed by: SRC3 inh	LMP1 NFkB inh	Shn3 inh set2	TRAIL sens C8	LRH-1 inv ag	NR2F2 inh	NCOA1 inh	CF NFkB block	TWEAK Fn14 block	KKLEB cytotox	TROY NFkB inh
CCOC(=O)C(CC)/C(C)=N/NC(=O)c1ccccc1[N+](=O)[O-] (stereo not drawn)
  -1	1	2	6	-7	12	8	8	-10	2	9
COc1ccc(Nc2nc(C)cc(=O)[nH]2)c(OC)c1
  0	-2	-20	5	3	-10	-9	-3	6	-7	-5
CN(C)CCCNC(=O)C[C@H]1C[C@H](C(=O)N2CCOCC2)[C@@]2(C)c3[nH]c4cc(-c5ccco5)ccc4c3CCN2C1=O
  -44	-9	-17	14	1	-16	7	-5	-2	-1	-1
CCOC(=O)c1c(S(=O)(=O)NCC(=O)NCc2ccccc2)c(C)n(C)c1C
  20	-1	-9	-15	18	-14	-12	-24	7	2	-12
COc1ccccc1-c1cc(C(F)(F)F)nc(N2CCN(c3ccc(F)cc3)CC2)n1
  -15	8	16	-5	8	-16	-8	-4	0	2	-7
O=C(NCCN1CCN(c2ccccc2)CC1)Nc1cccc(Br)c1
  11	-10	16	2	11	-1	6	3	-6	-4	4
Cc1ccc(OCc2ccccc2Br)c([N+](=O)[O-])n1
  -42	-6	-20	3	16	-2	-9	-24	16	6	-32
Cc1ccc(C(=O)N2CCN(C3c4cccc5cccc(c45)C3NS(=O)(=O)c3ccccc3)CC2)cc1 (stereo not drawn)
  -14	12	4	5	0	14	10	4	-6	-26	12
CCOC(=O)c1ccccc1NC(=O)c1ccc2c(=O)n3c(nc2c1)CCCCC3
  7	-4	4	28	2	12	12	28	-21	-15	12
O=C(CSc1nnnn1-c1ccccc1)NC(=O)Cc1ccccc1
  7	2	-10	-13	-27	-14	3	3	1	6	-8
COC(=O)c1ccc(CNC(=O)CCc2c[nH]c3ccccc23)cc1
  -9	-14	1	7	-18	23	8	8	-8	-7	-7
CCN(C(=O)CSc1n[nH]c(N)n1)C1CCCCC1
  0	-4	-32	-1	-15	2	-39	-16	-6	-1	1
Nc1nonc1C(=O)NCCN=Cc1cc(Cc2ccccc2)cc(Br)c1O
  0	-7	-1	-6	-16	.	11	22	-27	27	31
COc1cc(SC)ccc1C(=O)Nc1ccc(C)cc1
  -73	-69	-124	25	-125	-64	-110	3	14	-31	-17
CCOc1cc(-c2nc(C)c(C(C)=O)n2O)ccc1OCC(=O)Nc1ccccc1
  9	5	-9	-4	1	1	-2	8	25	-2	1
CC(C)c1ccc(NC2CCCN(C(=O)c3cccnc3)C2)cc1 (stereo not drawn)
  -6	5	11	-13	17	9	3	-13	9	6	4
CN1CCN(S(=O)(=O)c2ccc(NC(=O)Nc3cccc(Cl)c3)cc2)CC1
  9	-11	-16	7	2	11	-12	18	3	-3	-28
CC1(C)OC2OC3C(CNCCO)OC(c4ccccc4)OC3C2O1 (stereo not drawn)
  7	-8	-53	-11	-13	-23	-1	9	2	-7	-3
Cc1[nH]nc(-c2ccc(O)c(C)c2O)c1-c1cnn(-c2ccccc2)c1
  -6	0	23	2	0	2	-5	-12	0	25	32
O=C(NCc1ccc2c(c1)OCO2)C(=O)NCC1OCCN1S(=O)(=O)c1ccccc1 (stereo not drawn)
  7	0	-6	5	12	5	-24	11	-12	-14	-7
CN(C)CCCNC(=S)N1CCn2c(nc3ccccc32)C1
  7	-11	-28	3	6	-13	9	22	8	-10	16
CC(C)C(C(=O)Nc1ccc(S(=O)(=O)N2CCOCC2)cc1)N1C(=O)c2ccccc2C1=O (stereo not drawn)
  12	-9	-20	-8	-11	-1	-1	-6	-23	14	12
CCCCOc1ccc(/C=C/C(=O)OCC(=O)N2CC(=O)Nc3ccccc32)cc1OCC
  25	11	27	25	13	-1	22	-18	68*	0	43
Cc1cccc(NC(=O)CSc2nnnn2-c2ccc3c(c2)OCCO3)n1
  -11	-8	12	4	4	-7	-2	-5	-6	12	1
COc1nc(N(c2ccccc2)c2ccccc2)nc(-n2ccnc2)n1
  4	2	27	12	11	-7	3	17	-2	-6	4
COc1cc(NC(=O)Cc2c(C(=O)O)[nH]c3ccccc23)cc(OC)c1OC
  5	-12	-2	-18	5	-11	1	1	21	2	-10
Cc1ccc(-n2c(SCC(=O)NCCN3C(=O)CSC3=O)nnc2-c2cccc(C)c2)cc1
  -5	14	14	6	-7	4	-11	3	6	2	-11
CC(C)Oc1ccc2ccccc2c1CNC[C@H]1O[C@@H](n2ccc(=O)[nH]c2=O)[C@H](O)[C@@H]1O
  13	.	11	-10	5	-17	-3	-28	0	7	-20
CC(=O)c1ccc(N2CCN(C(=O)Nc3cccc(F)c3)CC2)cc1
  -9	-3	21	-1	-27	0	-2	-8	12	3	-11
Cc1cccnc1NC(=O)CSc1ccc2c(c1)OCCO2
  4	-1	4	3	-20	-4	-30	1	-8	-8	-23
COc1ccc(-c2cc(C)no2)cc1S(=O)(=O)NCCCN(C)Cc1ccccc1
  3	-6	4	8	9	0	3	-10	-19	-3	-11
O=C(Cn1c(=O)oc2ccccc21)Nc1ccccc1Cl
  -9	7	-6	26	6	18	-12	-20	-3	12	-6
CCCCNc1c(-c2cccc(-c3cc(C(C)=O)cs3)c2)nc2cc(C)ccn12
  -18	3	9	33	-28	-4	0	10	24	-10	-1
COc1ccc(N(C(C)=O)c2nc(C)cc(C)c2C#N)c(OC)c1
  7	11	1	-1	20	9	-8	-5	7	4	-1
CCOC(=O)N1CCC(N2C(=O)c3ccccc3C2Nc2ccc3c(c2)OCCO3)CC1 (stereo not drawn)
  7	13	13	-12	12	27	19	13	85*	12	65*
CC1=C(C(=O)OC(C)C)C(c2cn(-c3ccccc3)nc2-c2cccs2)NC(=O)N1 (stereo not drawn)
  20	-5	7	-1	-2	9	10	26	-11	-14	-26
CCCn1nc(C(=O)N2CCc3ccccc32)c2ccccc2c1=O
  13	-1	2	2	-8	22	5	7	-10	-8	-4
Cc1cc(C)nc(NS(=O)(=O)c2ccc(NC(=O)CCC3COc4ccccc4O3)cc2)n1 (stereo not drawn)
  -3	9	-4	0	-29	-3	0	8	12	1	23
S=C(NCc1ccc2c(c1)OCO2)NC1CC1
  -1	-4	0	2	5	8	-4	3	13	-4	2
O=[N+]([O-])c1cc([N+](=O)[O-])c(Oc2cccc3ccccc23)cc1NN1CCCCC1
  -13	7	-8	4	8	9	6	18	13	-12	11
Cc1cc(C)nc(NC(=O)c2cc(Br)ccc2Cl)n1
  12	3	-14	-4	4	-2	0	-2	3	1	-3
Clc1ccc2nc(-c3ccncc3)cc(-c3ccccc3)c2c1
  3	-2	-8	0	11	5	10	12	-1	-3	-6
CN(C)CCn1c(N)nc2ccccc21
  -1	0	-62	8	-8	7	6	9	4	-12	2
CC1Cc2cc(/C(O)=C3\C(=O)C(=O)N(CCN(C)C)C3c3ccccc3F)ccc2O1 (stereo not drawn)
  -2	3	6	-11	-23	-6	-2	9	-24	-12	5
O=C(NCCN1CCOCC1)C1CC(=O)N(c2cccc(C(F)(F)F)c2)C1 (stereo not drawn)
  1	-7	1	-3	-10	9	-9	7	4	6	-13
CC(Oc1ccc(Cl)cc1)c1ccc(C#N)c(=O)[nH]1 (stereo not drawn)
  -67	-1	7	0	-15	4	9	-15	-1	14	-31
O=C(CN1CCN(C(=O)c2ccccc2)CC1)Nc1ccc(Br)cn1
  21	8	-13	3	7	17	-5	1	-10	-3	-41
Cc1ccc(-c2cc(C(F)F)nc(N3CCOCC3)n2)cc1
  6	6	10	3	1	1	-23	9	4	-8	11
COc1ccccc1/C=C/CN1CCCC(CO)(Cc2cccc(Cl)c2)C1 (stereo not drawn)
  3	2	35	8	8	-20	-17	19	-13	-29	2
Cc1nn(-c2cccc(C(F)(F)F)c2)c(Cl)c1/C=N/Nc1cccc(C(=O)O)c1
  -137	-25	-16	-8	-174	-63	-148	1	-40	7	-53
CC(=O)c1cc2c(cc1NC(=O)CCc1c(C)nc3ncnn3c1C)OCO2
  12	-3	-10	-9	3	3	-17	-12	-22	-3	-4
COc1cc(Cc2nc3ccc(S(=O)(=O)N4CCOCC4)cc3[nH]2)cc(OC)c1OC
  6	7	15	19	1	-3	-10	4	9	-11	1
Cc1cccn2cc(CSc3nnc(Nc4ccc(C(C)C)cc4)s3)nc12
  -7	-5	-13	1	-6	2	-12	-20	-9	8	5
COCCCN(CC(=O)NCc1ccccc1)S(=O)(=O)c1ccc(C)cc1
  6	-4	7	9	24	-2	-28	-6	-13	-3	7
Cc1cc(Nc2ccccc2)n(C(=O)c2ccccc2)n1
  -17	-18	-38	0	-12	-20	-33	-7	-61	-4	-66
C[C@@H]1CN([C@@H](C)CO)C(=O)CCCn2nncc2CO[C@H]1CN(C)S(=O)(=O)c1cccs1
  -1	-3	7	-16	7	3	9	-32	7	16	-9

Not all compounds are listed, so the mix of outcomes need not match the whole.
